Compound activity: PubChem, National Center for Advancing Translational Sciences (NCATS)
PI5P4K alpha inh – PI5P4K alpha (human) kinase inhibition | max response, % | 1.2% of 330,000 active | PI5P4Kalpha enzyme, ADP-Glo luminescence, 60 min; hits give low values | P48426 | AID 652105; active = max response of -50% or lower; inconclusive = between -30% and -50%; inactive = -30% or higher; note: value at the top dose of about 77 µM; % is set by controls: 0 for no effect and ±100 for the full control effect
Target sequence (P48426 whole entry, looked up): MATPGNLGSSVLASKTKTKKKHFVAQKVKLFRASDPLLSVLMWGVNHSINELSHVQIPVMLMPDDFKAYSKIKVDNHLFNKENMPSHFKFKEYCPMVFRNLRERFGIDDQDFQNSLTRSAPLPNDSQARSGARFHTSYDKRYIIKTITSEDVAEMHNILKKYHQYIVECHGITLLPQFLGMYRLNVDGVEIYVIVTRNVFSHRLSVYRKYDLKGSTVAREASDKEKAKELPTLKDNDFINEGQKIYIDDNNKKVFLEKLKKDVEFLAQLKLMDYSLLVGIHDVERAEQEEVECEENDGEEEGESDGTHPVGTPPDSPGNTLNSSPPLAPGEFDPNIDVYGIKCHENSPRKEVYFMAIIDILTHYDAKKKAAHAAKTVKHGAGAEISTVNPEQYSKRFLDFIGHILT
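Compounds were pin-transferred onto PI5P4Kalpha and substrate in HEPES pH 7.4 buffer with EGTA, CHAPS and 5% DMSO. ATP (5 microM final) started the reaction, which ran 60 minutes at room temperature before ADP-Glo detection.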
PLK1 PBD block – inhibitors of human PLK1 polo-box domain binding. Plk1 PBD binding of FITC phosphopeptide, fluorescence polarization. 2.8% of 360,000 active. Potency, µM, without a hit: max response, negative = inhibition, usual class: inhibitors. P53350; note: potency is the fitted concentration of half-maximal effect; series mostly up to about 57 µM; % is set by controls: 0 for no effect and ±100 for the full control effect; nearly all actives have a fitted effect of over 65% in size
Target sequence (P53350 whole entry, looked up, the tested form may be a part): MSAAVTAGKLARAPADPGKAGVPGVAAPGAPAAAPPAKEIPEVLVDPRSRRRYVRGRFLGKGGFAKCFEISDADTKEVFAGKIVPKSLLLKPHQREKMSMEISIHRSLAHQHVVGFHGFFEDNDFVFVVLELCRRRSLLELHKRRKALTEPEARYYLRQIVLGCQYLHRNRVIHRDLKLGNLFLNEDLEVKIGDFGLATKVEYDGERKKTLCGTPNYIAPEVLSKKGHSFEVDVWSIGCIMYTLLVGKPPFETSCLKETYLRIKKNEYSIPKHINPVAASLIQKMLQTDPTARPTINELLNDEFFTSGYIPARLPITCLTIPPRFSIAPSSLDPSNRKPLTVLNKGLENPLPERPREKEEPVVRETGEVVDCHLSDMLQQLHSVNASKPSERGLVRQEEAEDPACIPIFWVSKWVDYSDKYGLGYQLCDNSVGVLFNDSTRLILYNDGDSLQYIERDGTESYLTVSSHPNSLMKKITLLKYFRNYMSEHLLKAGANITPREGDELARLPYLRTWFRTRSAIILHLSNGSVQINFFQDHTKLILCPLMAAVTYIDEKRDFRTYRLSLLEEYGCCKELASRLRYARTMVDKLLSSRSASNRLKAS
EPAC1 agonist – activates human EPAC1 exchange factor; 0.073% of 360,000 active; EPAC1 agonist qHTS, biochemical assay; response scale: 100% = response to 6.5 mM cAMP; Potency, µM (top dose mostly 154 µM), without a hit: at the highest dose activation, hits mostly activators; O95398; note: potency is the fitted concentration of half-maximal effect; nearly all actives have a fitted effect of over 60% in size
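Nucleotide exchange assay: 100 nM EPAC1 with 250 nM Rap1B loaded with BODIPY-GDP and 50 uM GDP, room temperature. Fluorescence (480/540 nm) read every 5 min for 30 min; signal change normalized to 6.5 mM cAMP as full agonist.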
EPAC1 antag – EPAC1 (human) antagonism. 0.14% of 360,000 active. AID 720709. Potency, µM (series often up to 115 µM), for the others: at the highest dose activity change, negative = inhibition, actives largely listed as inhibitors. EPAC1 GEF assay, Rap1b-BODIPY-GDP exchange fluorescence;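 note: potency is the fitted concentration of half-maximal effect; plate controls were vehicle for no effect and positive control for full effect; nearly all actives have a fitted effect of over 50% in size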
FUS yeast rescue – suppressors of FUS proteinopathy in yeast; Potency, µM (top dose mostly 76.6 µM), for the others: at the highest dose growth rescue (activation), usual class: activators; AID 1347120; S. cerevisiae FUS-expressing, growth rescue, OD600, 24 h; 0.24% of 390,000 active;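 note: potency is the fitted concentration of half-maximal effect; plate controls were DMSO vehicle for no effect and reference control for full effect; nearly all actives have a fitted effect of over 55% in size; some results filed as inactive show a strong effect at the top dose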
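S. cerevisiae expressing FUS from galactose induction served as the toxicity model. Growth after 24hr at 30C, read as absorbance at 600 nm, indicates suppression of toxicity; compounds dosed at several concentrations.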
IL2 activator – activators of IL-2. IL-2 activation reporter assay, cell-based qHTS; stimulated with anti-CD3/CD4/CD28 beads; in transgenic mouse T cells. activation, % (series mostly up to about 46 µM). AID 652025. 0.065% of 360,000 active; in the data active = activation above about 50%; inconclusive = mostly about 30% to 49%; note: 0% is about no effect
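Using fluorescent plate cytometry, EGFP and DsRed are detected in transgenic mouse T cells stimulated 18 h at 37 degrees C with antibody-coated beads after 60 min compound pretreatment.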
WRN inhibitor – inhibitors of human WRN helicase | Q14191 | 0.46% of 360,000 active | WRN helicase unwinding, fluorescent forked duplex, kinetic | Potency, µM (doses to about 114 µM), without a hit: at the highest dose activity change, negative = inhibition, usual class: inhibitors; note: potency is the fitted concentration of half-maximal effect; % is set by controls: 0 for no effect and ±100 for the full control effect; nearly all actives have a fitted effect of over 55% in size
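WRN at 20 nM final preincubated with compound 15 min at room temperature; reaction started with 100 nM fluorophore/quencher forked duplex oligonucleotide and 2 mM ATP final. Unwinding followed kinetically by red fluorescence (ex 525, em 598 nm).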
Abeta rescue – compounds reversing amyloid beta toxicity in yeast. yeast expressing A-beta42, growth rescue, OD600, 48 h; response scale: 0% DMSO, 100% iron-clioquinol control. Potency, µM (series often up to 46.1 µM), without a hit: at the top dose growth rescue, most hits filed as activators. 0.063% of 410,000 active. AID 1347071; note: potency is the fitted concentration of half-maximal effect; nearly all actives have a fitted effect of over 55% in size
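Yeast growth medium received pinned compounds, then yeast cells expressing toxic A-beta were added; plates incubated at 30 C for 48 hr. Growth read as absorbance at 600 nm, normalized to DMSO and equimolar FeCl3 plus clioquinol controls.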
Starred values were filed as active, the others as inactive; ? = inconclusive; nt = not tested or not shown; & = joins results of further samples; [ ] = another dose, or the depositor's remark. Unless noted, calls come from the whole dose curve; as a rule, active = well fitted curve in the direction sought with a large enough effect; inconclusive = small, poorly fitted or top-dose-only effect, or another doubt; inactive = no such curve, though single readings can be large; an effect the other way counts as inactive or inconclusive.

canonical_smiles	EPAC1 antag	FUS yeast rescue	IL2 activator	WRN inhibitor	EPAC1 agonist	PI5P4K alpha inh	PLK1 PBD block	Abeta rescue
CC1CCN(S(=O)(=O)c2ccc(S(=O)(=O)N3CCCC3)cc2)CC1	4%	-11%	0.6	3%	1%	4	-6%	-2%
COc1cccc(NC(=O)CN2C(=O)NC3(CCCCCC3)C2=O)c1	-6%	24%	0.2	-1%	0%	3	-7%	-15%
O=C(NCc1ccncc1)[C@@H]1CCCN1C(=O)[C@H]1CCCN1C(=O)c1cccc2ccccc12	3%	-11%	-0.2	8%	-7%	-5	-2%	-5%
Cc1ccc(C)c(OC(C)C(=O)Nc2nccs2)c1 (centres undefined)	-15%	-5%	-2.8	-7%	7%	-1	1%	19%
CSc1ccc(NC(=O)CSc2nc3[nH]c(=O)cc(O)c3s2)cc1	?	?	-0.4	?	7%	-88*	?	-21%
CCOc1ccc(NC(=O)C(CC(=O)O)Cc2ccc(Br)cc2)cc1 (centres undefined)	-3%	13%	0.2	-24%	9%	-1	-6%	9%
Cc1ccc(C(=O)OCC(=O)NCCc2ccccc2)cc1S(=O)(=O)N1CCOCC1	-9%	28%	-0.4	4%	-3%	6	-3%	13%
Cc1cc(OCC(=O)Nc2ccncc2)cc(C)c1Br	-13%	16%	-1.6	1%	2%	1	-4%	-23%
CCN(CC)Cc1c(C(=O)N/N=C/c2ccco2)nnn1-c1nonc1N	7%	10%	-3.1	-9%	6%	6	-11%	17%
CCOC(=O)Cn1nnnc1CN(Cc1cccs1)Cc1cc2cc(C)ccc2[nH]c1=O	0%	42%	-1.2	-8%	13%	nt	-9%	3%
CC(NC(=O)c1ccc2nc[nH]c2c1)c1ccccc1 (centres undefined)	-7%	-7%	2.6	3%	2%	3	4%	-17%
CCCCn1c2nc3ccccc3nc2c2c(=N)oc(C)nc21	-9%	-11%	-2.3	-4%	-11%	nt	-4%	6%
C=CCNC(=O)C12CCC(C)(C(=O)[C@H]1Br)C2(C)C (some centres undefined)	7%	-7%	0.3	9%	-10%	0	-8%	5%
NC(=O)C1CCN(C(=O)CN(C2CCCCC2)S(=O)(=O)c2ccc(F)cc2)CC1	6%	4%	-0.4	-7%	1%	1	5%	12%
Cc1ccc(NC(=O)CN(C)CC(=O)Nc2c(C)cccc2C)c(Br)c1	1%	18%	-2.1	11%	-2%	3	-4%	2%
Cc1ccc(/C(N)=N/OC(=O)c2cccc(Cn3cc(C(F)(F)F)ccc3=O)c2)cc1	-20%	10%	-1.4	-6%	8%	2	-2%	-15%
COc1ccc(S(=O)(=O)Nc2ccc3c(c2)n(C)c(=O)n3C)cc1F	-25%	4%	-3.7	10%	-1%	0	-13%	8%
CCCc1ccc(OCC(O)CN2CCN(CCO)CC2)cc1 (centres undefined)	13%	-4%	0.7	-4%	11%	12	-4%	-7%
COc1cc(OC)c(NC(=O)CCCn2c(=O)oc3ccccc32)cc1Cl	-5%	36%	-5.2	-1%	5%	-10	-10%	-22%
CCc1ccccc1N(CC(=O)NCc1ccco1)C(=O)CCC(=O)Nc1ccccn1	1%	18%	0.0	8%	-4%	-6	-3%	-1%
CCC(C)NCCOCCOc1ccc(C)cc1OC (centres undefined)	-19%	nt	0.7	0%	-6%	2	-1%	24%
CN(CCCNC(=O)c1cccc(N2CCCC2=O)c1)c1ccccc1	0%	0%	0.0	-2%	2%	8	-7%	3%
CN(Cc1ccccn1)Cc1nc(COc2ccccc2)no1	-1%	-3%	-1.2	-7%[57.1 µM]	6%	4	1%	-2%
Nc1nc(N)c2cc(S(=O)(=O)c3ccc4ccccc4c3)ccc2n1	7%	-2%	-3.0	4%	5%	-1	-10%	-4%
COc1ccc(C(N)c2csc(Nc3ccc(S(C)(=O)=O)cc3)n2)cc1 (centres undefined)	-13%	-8%	-0.8	8%[57.1 µM]	-4%	-10	-12%	-10%
CC(C)OC(=O)c1c(-c2ccc(C(C)C)cc2)csc1NC(=O)C1CCCO1 (centres undefined)	11%	7%	3.2	-6%	2%	12	3%	7%
Cc1ccccc1NC(=O)C(=O)NCc1ccccn1	4%	12%	-0.3	6%	-5%	nt	1%	0%
O=C(Cn1cc(C(=O)c2cccs2)c2ccccc21)NCc1cccs1	-10%	17%	-3.1	-15%	20%	1	5%	10%
COc1ccc2c(=O)c(-c3ccccc3C)c(C)oc2c1	-13%	-5%	-1.0	-1%	2%	2	-19%	-24%
Cc1ccc(CN2CC(C(=O)N(CC(C)C)c3c(N)n(Cc4ccccc4)c(=O)[nH]c3=O)CC2=O)cc1 (centres undefined)	-14%	nt	-0.9	-1%	4%	6	-1%	-4%

Continued; the last 2 above are carried over.
canonical_smiles	EPAC1 antag	FUS yeast rescue	IL2 activator	WRN inhibitor	EPAC1 agonist	PI5P4K alpha inh	PLK1 PBD block	Abeta rescue
COc1ccc2c(=O)c(-c3ccccc3C)c(C)oc2c1	-13%	-5%	-1.0	-1%	2%	2	-19%	-24%
Cc1ccc(CN2CC(C(=O)N(CC(C)C)c3c(N)n(Cc4ccccc4)c(=O)[nH]c3=O)CC2=O)cc1 (centres undefined)	-14%	nt	-0.9	-1%	4%	6	-1%	-4%
C/C(=N\OCC(=O)Nc1ccc2c(c1)OCCO2)c1ccc2c(c1)OCCO2	6%	5%	0.5	-1%	14%	3	-6%	1%
O=C(NCc1nnc(SCC(=O)N2CCC(Cc3ccccc3)CC2)o1)c1ccco1	-3%	18%	3.2	1%	1%	3	-6%	2%
CCN(CC(=O)Nc1ccc(NC(C)=O)cc1)C(=O)c1ccc(=O)n(C)n1	8%	nt	-0.3	1%	2%	6	0%	8%
O=C(Cn1cnc2cc([N+](=O)[O-])ccc2c1=O)NC(=O)NCc1ccccc1	3%	8%	1.4	-10%	1%	0	-4%	-12%
C=CCc1cccc(/C=N/NC(=O)CNc2ccccc2)c1O	6%	-4%	-0.5	-4%	-19%	13	1%	-4%
COc1cc(NS(=O)(=O)c2ccc(NC(=S)NC(=O)c3sc4ccccc4c3Cl)cc2)nc(OC)n1	2%	nt	-1.6	-36%	6%	-27	?	6%
CCOc1ccc(CCNC(=O)C2CCN(S(=O)(=O)N3CCCCC3)CC2)cc1OCC	13%	18%	1.8	5%	3%	3	-8%	-1%
COc1cccc(-n2c(C)nc3cc(C(=O)O)ccc32)c1	0%	6%&-1%	-0.7	-9%	4%	nt	-6%	11%&34%
CCc1nn(CC(=O)NCCCN2CCN(C)CC2)c(=O)c2cc3occc3n12	9%	5%&-9%	-0.1	3%	8%	10	-11%	-3%&-17%
Cc1ccsc1/C=N\NC(=O)CCc1c(C)n[nH]c1C	3%	8%	0.1	-24%	-8%	3	-1%	-7%
CCOC(=O)CCN(Cc1sccc1C)S(=O)(=O)c1ccc(F)cc1	4%	25%	-0.7	-15%[57.1 µM]	11%	nt	2%	-20%
COc1ccccc1Nc1nnc(SCC(=O)Nc2nc(-c3ccc(F)cc3)cs2)s1	1%	8%	-1.9	6%	-17%	-7	3%	4%
O=C(O)CC1S/C(=N/N=C2CCCCC2)N(c2ccccc2)C1=O (centres undefined)	-6%	nt	-0.8	2%	1%	2	-6%	7%
COc1ccccc1NC(=O)c1sc2ncn(CC(=O)Nc3ccccc3)c(=O)c2c1C	-7%	-2%	2.4	-25%	-2%	-23	-1%	-6%
Cc1ccc(NS(=O)(=O)c2cc(C(=O)N(C)C3CCN(C)CC3)ccc2Cl)cc1Cl	-7%	-19%	1.1	5%	9%	6	-13%	-23%
O=c1cc(-c2ccncc2)oc2c1ccc1ccccc12	-8%	6%	0.9	3%[11.6 µM]	3%	8	-12%	-15%
CN1CC(=O)N(CC(=O)Nc2ccc(Br)cc2F)C1=O	-8%	19%	-1.1	1%	-4%	3	-6%	-11%
COc1ccc(NC(=O)Cc2nnc(SCC(=O)Nc3ccc(F)cc3)n2C)cc1	-12%	-3%	-0.7	-14%[57.1 µM]	-12%	4	1%	-7%
COc1cc(C)nc(OCCNS(=O)(=O)c2cc(C)ccc2C)n1	5%	-36%	1.1	12%	-3%	-2	3%	14%
CC(C)CNC(=O)Nc1ccccc1F	2%	-27%	-0.4	6%	0%	1	-2%	-14%
O=c1oc2ccccc2nc1/C=C(O)/C=C/c1ccc(F)cc1	13%	32%	-1.8	-10%	11%	3	3%	-16%
O=C(c1cccs1)c1sccc1Cc1ccccc1	-13%	0%	0.0	-6%	12%	0	-11%	-15%

Fetched one by one from the list above (2):
canonical_smiles	EPAC1 antag	FUS yeast rescue	IL2 activator	WRN inhibitor	EPAC1 agonist	PI5P4K alpha inh	PLK1 PBD block	Abeta rescue
COc1ccc(S(=O)(=O)Nc2ccc3c(c2)n(C)c(=O)n3C)cc1F	-25%	4%	-3.7	10%	-1%	0	-13%	8%
CC(NC(=O)c1ccc2nc[nH]c2c1)c1ccccc1 (centres undefined)	-7%	-7%	2.6	3%	2%	3	4%	-17%

Complete entries as entered above:
Listed for COc1cc(C)nc(OCCNS(=O)(=O)c2cc(C)ccc2C)n1 : EPAC1 antag = 5%; FUS yeast rescue = -36%; IL2 activator = 1.1; WRN inhibitor = 12%; EPAC1 agonist = -3%; PI5P4K alpha inh = -2; PLK1 PBD block = 3%; Abeta rescue = 14%
Listed for CCC(C)NCCOCCOc1ccc(C)cc1OC (centres undefined) : EPAC1 antag = -19%; FUS yeast rescue = nt; IL2 activator = 0.7; WRN inhibitor = 0%; EPAC1 agonist = -6%; PI5P4K alpha inh = 2; PLK1 PBD block = -1%; Abeta rescue = 24%
